RAD52 anneal inh – RAD52 (human) annealing inhibition; P43351; inhibition, % at 18.7 µM; AID 651710; 0.46% of 360,000 active; recombinant RAD52 DNA annealing, FRET fluorescence;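 active = every replicate showing at least 50% inhibition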
miR-122 sensor – blocks miR-122 activity in Huh7 sensor cells; AID 602342; activation (reporter increase), % at 12.5 µM; Huh7 miR-122 Renilla luciferase sensor, 48 h; neutral wells = 0, positive control = 100; 0.3% of 340,000 active;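 active = mean replicate activation score at least 90 and every replicate individually at or above 90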;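 also: higher luciferase means less miR-122 activity so hits act as miR-122 inhibitors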
E-sel inducer – induces E-selectin expression in human endothelial cells | HUVEC E-selectin immunofluorescence imaging; normalized: neutral wells 0, TNF-alpha wells 100 | activation, % at 7.58 µM | 0.37% of 260,000 active;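 active = mean E-selectin-positive cell signal at least 10% of the positive control, reached in at least 60% of replicates, without over 20% cell loss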;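 also: in these data hits start at about 27%; measured in HUVEC primary endothelial cells; signal is the percent of cells scored E-selectin positive by PE staining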
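assay system = HUVEC, human umbilical vein endothelial cells | input = 3,000 HUVEC seeded per well | medium = EGM-2 growth medium on 0.1% gelatin-coated wells | dosing = one compound dose added by pin transfer | signal = immunofluorescence imaging | read-out basis = % PE-positive cells | control set = TNF-alpha, DMSO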
RAD54 branch – blocks human RAD54 Holliday junction branch migration; AID 602329; Q92698; inhibition, % at 10.4 µM; FAM/BHQ fluorescence; 0.14% of 360,000 active;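 active = mean normalized replicate activity at least 40 and at least half of replicates scoring 40 or more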;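 also: 0% = median of neutral control wells and 100% = median of positive control wells; inhibitors cause a drop in the FAM fluorescence signal; in these data hits start at about 50%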
PglD inh – PglD (C. jejuni) enzyme inhibition | inhibition, % at 12.5 µM | AID 602405 | purified PglD enzyme, DTNB colorimetric CoA detection | 0.098% of 360,000 active; in the data active = inhibition above about 16%, passing the limit was not always enough; also: strong numbers were not always called active
ERAP1 HTS inh – blocks human ERAP1 aminopeptidase activity. Q9NZ08. recombinant ERAP1, Leu-AMC fluorescence, 60 min. inhibition, % at 10.7 µM. 0.15% of 340,000 active. AID 652197;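 active = mean replicate inhibition of at least 30%, or all replicates individually reaching that 30% level; inactive = mean below 30% and not every replicate reaching it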;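 also: 0% = neutral control wells and 100% = L-leucinethiol positive control wells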
Target sequence (Q9NZ08 whole entry, looked up): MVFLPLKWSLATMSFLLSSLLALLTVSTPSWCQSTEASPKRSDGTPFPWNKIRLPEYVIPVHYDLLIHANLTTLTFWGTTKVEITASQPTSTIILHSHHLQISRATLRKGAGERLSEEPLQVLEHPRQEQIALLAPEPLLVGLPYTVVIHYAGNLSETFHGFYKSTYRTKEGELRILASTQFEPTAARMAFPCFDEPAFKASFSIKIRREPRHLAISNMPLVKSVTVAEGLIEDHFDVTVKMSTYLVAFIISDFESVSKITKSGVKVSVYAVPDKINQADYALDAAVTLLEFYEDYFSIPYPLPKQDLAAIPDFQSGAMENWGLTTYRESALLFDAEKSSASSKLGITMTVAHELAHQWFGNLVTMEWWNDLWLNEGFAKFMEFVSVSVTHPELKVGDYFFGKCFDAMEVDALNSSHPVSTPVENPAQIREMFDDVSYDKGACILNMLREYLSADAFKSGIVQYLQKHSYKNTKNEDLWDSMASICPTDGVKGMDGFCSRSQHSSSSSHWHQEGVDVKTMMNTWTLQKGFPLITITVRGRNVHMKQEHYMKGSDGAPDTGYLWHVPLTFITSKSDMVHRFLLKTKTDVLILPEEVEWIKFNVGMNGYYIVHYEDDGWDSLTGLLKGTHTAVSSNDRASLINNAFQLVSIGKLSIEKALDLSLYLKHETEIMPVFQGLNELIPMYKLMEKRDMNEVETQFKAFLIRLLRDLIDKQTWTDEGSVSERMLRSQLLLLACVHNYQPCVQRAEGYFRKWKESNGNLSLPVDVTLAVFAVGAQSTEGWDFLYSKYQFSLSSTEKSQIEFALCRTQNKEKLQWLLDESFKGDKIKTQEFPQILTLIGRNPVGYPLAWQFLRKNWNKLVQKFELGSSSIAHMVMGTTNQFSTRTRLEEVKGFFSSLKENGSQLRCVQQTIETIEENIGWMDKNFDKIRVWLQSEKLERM
Cneo AK release – Cryptococcus neoformans lysis via adenylate kinase release; lysis activity, % at 15 µM; C. neoformans lysis, adenylate kinase release luminescence, 4 h; normalised: neutral wells 0, clomiphene wells 100; 0.2% of 360,000 active;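 active = mean lysis activity across replicates of at least 80%, whatever share of replicates individually reach that level; inactive = mean lysis activity below 80%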
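Schedule: static 4 h at 37 °C with compound, 1 h detection; system: C. neoformans cells; benchmarks: Clomiphene as positive control; buffer or medium: fresh YPD medium; measure: luminescence rise reflecting yeast cell lysis; measured by: luminescent adenylate kinase detection reagent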
PGC1a acetyl inh – lowers PGC1a acetylation signal in U2OS cells; AlphaScreen anti-acetyl-lysine; with virally co-expressed GCN5 acetyltransferase; inhibition, % at 15.6 µM; 0.17% of 350,000 active;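 active = every replicate shows inhibition of at least 40%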;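 also: 0% = neutral control wells and 100% = positive control wells; some results beyond the cut were filed as inactive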
Numbers without * were called inactive; . = no result given; [ ] = dose if it differs, or a comment.

Results follow in this order: RAD52 anneal inh, miR-122 sensor, E-sel inducer, RAD54 branch, PglD inh, ERAP1 HTS inh, Cneo AK release, PGC1a acetyl inh
CCOc1ccc(NC(=O)C2CCCN(c3cnccn3)C2)cc1 (stereo not given)
→ -7, ., ., 5, 5, 7, 4, .
CO[C@H]1CN(C)C(=O)c2ccc(NC(=O)C3CC3)cc2OC[C@H](C)N(C)C[C@H]1C
→ 20, ., 0.0, 0, 4, -2, -2, -11
COc1cccc(NC(=O)N2C[C@H](O)COC[C@@H]3O[C@@H](CC(=O)NC4CCC4)CC[C@H]32)c1
→ 8, 0[16.7 µM], 0.0, 4, 8, 0, -2, 1
Cc1cc(S(=O)(=O)NC2CCCC2)ccc1-n1cnnn1
→ -15, 25, ., ., ., -3, ., 0
Cc1c(C)c2c(OCC(=O)Nc3ccc(CCO)cc3)cc3c(c2oc1=O)CCC(C)(C)O3
→ -9, 3, ., -1, 0, -2, -3, 5
CN1[C@@H]2c3ccc(-c4ccc(F)cc4)c(=O)n3C[C@H]1[C@H](CO)[C@H]2C(=O)Nc1nccs1
→ -1, -3[16.7 µM], 1.4, 1, 0, 0, 1, .
Nc1cc(N)nc(SCc2ccccc2Cl)n1
→ -5, 1, 0.0, 3, -3, -1, 1, .
CC(=O)OC[C@@H]1CN(Cc2ccccc2)C[C@H](n2cnc3c(NC(C)C)ncnc32)O1
→ -17, 0, -0.1, 6, 4, 0, -1, -7
CN(C)c1ccc(-c2cc([C@H]3[C@@H]4C=CCC[C@@]4(C)C(=O)N3Cc3ccccc3)ccc2F)cc1
→ -7, ., 0.2, 4, 1, 2, 0, .
CCOC(=O)C1=NS(=O)(=O)NC(C)=C1
→ -24, -4, 0.4, -6, 5, -2, -6, -2
CCN(CC)CCCNC(=O)C1c2cc(OC)c(OC)cc2C(=O)N(C)C1c1cccnc1 (stereo not given)
→ -12, 3, 0.1, -3, -3, 6, 4, -4
O=C(c1cnc(N2CCN(c3ccccn3)CC2)c2ccccc12)N1CCN(c2cccc(Cl)c2)CC1
→ -13, -18, ., 4, 8, 3, -1, 9
Cc1ccc(Sc2c(C)nn(C(=O)C3CC3)c2C)cc1
→ ., -3, ., -5, -1, ., 1, 3
CC(C)NS(=O)(=O)c1ccc(CCC(=O)N2CCCC2)cc1
→ -15, 9, 1.4, ., ., -2, ., -9
CC(C)(C)NCC1(CO)SC(N)=NC1=O (stereo not given)
→ ., -5, ., -4, -3, ., -1, 4
CC(C)OCCCNCc1cccs1
→ ., 4, ., 0, 0, ., 1, -6
CCOC(=O)C1=C(C)NC(=O)NC1c1cn(-c2ccccc2)nc1-c1cccs1 (stereo not given)
→ ., -9, ., 8, 3, ., 0, 6
CCC(=O)N1CC2(C1)[C@H](c1ccccc1)[C@@H](CO)N2CC1CC1
→ -4, ., -0.1, ., ., 0, ., 5
COc1ccc2c3c([nH]c2c1)[C@@H](CO)N(C(=O)CN(C)C)CC31CCN(Cc2cncnc2)CC1
→ 22, ., 0.0, ., ., 1, ., 5
CNC(=O)C[C@@H]1CC[C@H]2[C@H](COc3ccc(NC(=O)NCc4ccccc4)cc3C(=O)N2C)O1
→ ., 17[16.7 µM], 0.2, -3, 2, ., -3, 4
COc1cc2c(cc1NC(=O)c1cccc(Br)c1)CCCC2
→ ., 18, ., 1, -7, ., -3, -8
C#CC[N+](C)(C)CCCCCCCCCC
→ 8, -3, ., -15, -1, 8, -6, -12
CCCCn1nc(C(=O)N(C)Cc2nc3ccccc3c(=O)[nH]2)c2ccccc2c1=O
→ -21, 2, 0.9, 0, 7, -1, -3, -3
O=C(C[n+]1ccc2ccccc2c1)c1ccccc1
→ -2, 12, -0.3, 3, 2, ., 1, 7
COc1cc(/C=C/c2[nH]c(=O)[nH]c(=O)c2[N+](=O)[O-])ccc1OCCC(C)C
→ -284, -4, 5.1, -6, -2, 1, 0, 2
Cc1cc(C)c(Cn2c(=O)n(CCCC(=O)NCc3ccco3)c(=O)c3sccc32)c(C)c1
→ ., -4, ., 1, 6, ., 0, -22
Cc1cc(/C=C2\SC(=O)NC2=O)c(C)n1-c1ccc(N(C)C)cc1
→ -54, -1, -0.8, 2, -3, 0, -1, .
CNC[C@H]1OCCCC[C@@H](C)Oc2ccc(NC(=O)CCC(F)(F)F)cc2C(=O)N([C@@H](C)CO)C[C@H]1C
→ -53, 7[16.7 µM], 0.1, 10, -2, 1, 4, 11
CC1(C)CC(=O)c2cc(OCC(=O)NCC3CCCO3)ccc2O1 (stereo not given)
→ ., ., ., -4, 0, ., 0, -10
CN1C(=O)c2cc(NC(=O)c3cccs3)ccc2OC[C@@H]2O[C@H](CC(=O)N3CCOCC3)CC[C@H]21
→ -4, -1[16.7 µM], 0.2, 8, -2, -3, 1, 4
COc1ccc2nc(C)cc(Nc3ccc(N4CCN(C)CC4)cc3)c2c1
→ 100*, 1, 0.0, 98*, -8, -1, 1, 6
CN(N=Cc1ccccc1)C(=S)Nc1ccccc1
→ -4, -1, ., -5, -6, 2, 1, .
Cc1cccc(OCCSc2nc(N)cc(N)n2)c1
→ -10, -1, ., -2, -6, -4, -2, -5
CCCn1c2ccccc2c2cnn(CC(=O)N(CC)CC)c(=O)c21
→ -9, 5, 0.7, 1, 0, 1, -1, -7
O=C(OCC(=O)N1CCN(C(=O)c2ccco2)CC1)c1cc(=O)c2ccccc2o1
→ ., -1, ., 1, 0, ., 1, 3
CCc1nc2ccc(C(=O)NCCCN3CCCC3=O)cn2c1N(CCC(C)C)CCN(C)C
→ -10, 2, 0.0, 7, -2, -8, 0, .
NCCCCCNC(=O)c1nc[nH]c1C(=O)NCC(=O)OCc1ccccc1
→ -2, -2, -0.4, 0, 1, ., 1, 18
Cc1ccc(-n2nnnc2CNC(=O)C2CC(=O)N(c3ccccc3)C2)cc1C (stereo not given)
→ -1, -3, ., 0, -1, -1, 4, 5
Cc1ccc(C2=CSC3=NS(=O)(=O)CCN23)cc1C
→ ., 2, ., -5, 1, ., -2, -4
CN(C)C(CNS(=O)(=O)c1ccc(Br)cc1)c1cccnc1 (stereo not given)
→ ., 0, ., -1, -2, ., 0, 22
COCCNC(=O)c1cnn2c(C(F)F)cc(-c3ccc(C)cc3)nc12
→ -12, -1, ., -8, 2, 1, -1, 7
CCC(=O)N(C)C[C@H]1Oc2ncc(-c3ccc(F)cc3)cc2C(=O)N([C@@H](C)CO)C[C@H]1C
→ -5, 14[16.7 µM], -0.1, 2, -2, 1, -1, 5
C[C@H]1CN([C@@H](C)CO)C(=O)c2cc(C#CC(C)(C)O)cnc2O[C@@H]1CN(C)C(=O)C1CCC1
→ -3, -10[16.7 µM], 0.5, -7, 0, 3, -1, 101*
CCN1[C@@H]2c3ccc(-c4ccc(OC)cc4)c(=O)n3C[C@@H]2[C@@H](CO)[C@@H]1C(=O)NC1CCC1
→ -24, 3[16.7 µM], 0.7, -1, 3, -1, -2, 1
COc1cc(C#Cc2c(-c3cncn3C)n(C)c3ccc(Br)cc23)cc(OC)c1
→ -10, 0, -0.2, 9, -2, ., 0, -14
COc1ccc(N2C(=O)C(CC(N)=O)N(NC(=O)CCc3ccccc3)C2=O)cc1 (stereo not given)
→ 6, -8, -0.2, -4, 1, ., 0, -2
C[C@@H]1CN([C@H](C)CO)C(=O)c2cc(NS(=O)(=O)c3ccc(F)cc3)ccc2O[C@@H]1CN(C)CC1CCCCC1
→ 16, 11[16.7 µM], -0.3, 1, 0, 0, -17, .
O=C1Cc2ccccc2C(=O)N1Cc1ccccc1
→ ., -2, ., -3, 0, ., 4, 1
O=C(CCCC(=O)n1cnc2ccccc21)n1cnc2ccccc21
→ ., 1, ., 5, 2, ., 0, -5
COc1ccc(Cl)cc1NC(=O)C(C)Sc1nnc(C2CC2)n1C1CC1 (stereo not given)
→ -12, ., 0.0, -4, 7, 1, 1, .
CN1CCN(c2ccc(CNS(=O)(=O)c3ccccc3)cc2)CC1
→ -9, ., ., 3, -10, -5, 5, -2
C=CCNC(=O)c1onc(CSc2ccccc2)c1C(=O)NCC=C
→ ., -1, -0.1, -2, 3, ., 0, 29
COc1ccc(S(=O)(=O)N(C)C[C@@H]2Oc3ccc(NS(=O)(=O)c4cccs4)cc3C(=O)N([C@H](C)CO)C[C@H]2C)cc1
→ -4, 0[16.7 µM], 0.0, -7, -3, -1, 3, -5

An excerpt from the list above, as a working copy:
Results follow in this order: RAD52 anneal inh, miR-122 sensor, E-sel inducer, RAD54 branch, PglD inh, ERAP1 HTS inh, Cneo AK release, PGC1a acetyl inh
Cc1ccc(C2=CSC3=NS(=O)(=O)CCN23)cc1C
→ ., 2, ., -5, 1, ., -2, -4
CN(C)C(CNS(=O)(=O)c1ccc(Br)cc1)c1cccnc1 (stereo not given)
→ ., 0, ., -1, -2, ., 0, 22
COCCNC(=O)c1cnn2c(C(F)F)cc(-c3ccc(C)cc3)nc12
→ -12, -1, ., -8, 2, 1, -1, 7
CCC(=O)N(C)C[C@H]1Oc2ncc(-c3ccc(F)cc3)cc2C(=O)N([C@@H](C)CO)C[C@H]1C
→ -5, 14[16.7 µM], -0.1, 2, -2, 1, -1, 5
C[C@H]1CN([C@@H](C)CO)C(=O)c2cc(C#CC(C)(C)O)cnc2O[C@@H]1CN(C)C(=O)C1CCC1
→ -3, -10[16.7 µM], 0.5, -7, 0, 3, -1, 101*
CCN1[C@@H]2c3ccc(-c4ccc(OC)cc4)c(=O)n3C[C@@H]2[C@@H](CO)[C@@H]1C(=O)NC1CCC1
→ -24, 3[16.7 µM], 0.7, -1, 3, -1, -2, 1
COc1cc(C#Cc2c(-c3cncn3C)n(C)c3ccc(Br)cc23)cc(OC)c1
→ -10, 0, -0.2, 9, -2, ., 0, -14
COc1ccc(N2C(=O)C(CC(N)=O)N(NC(=O)CCc3ccccc3)C2=O)cc1 (stereo not given)
→ 6, -8, -0.2, -4, 1, ., 0, -2
C[C@@H]1CN([C@H](C)CO)C(=O)c2cc(NS(=O)(=O)c3ccc(F)cc3)ccc2O[C@@H]1CN(C)CC1CCCCC1
→ 16, 11[16.7 µM], -0.3, 1, 0, 0, -17, .
O=C1Cc2ccccc2C(=O)N1Cc1ccccc1
→ ., -2, ., -3, 0, ., 4, 1
O=C(CCCC(=O)n1cnc2ccccc21)n1cnc2ccccc21
→ ., 1, ., 5, 2, ., 0, -5
COc1ccc(Cl)cc1NC(=O)C(C)Sc1nnc(C2CC2)n1C1CC1 (stereo not given)
→ -12, ., 0.0, -4, 7, 1, 1, .
CN1CCN(c2ccc(CNS(=O)(=O)c3ccccc3)cc2)CC1
→ -9, ., ., 3, -10, -5, 5, -2
C=CCNC(=O)c1onc(CSc2ccccc2)c1C(=O)NCC=C
→ ., -1, -0.1, -2, 3, ., 0, 29

Screening results: PubChem BioAssay, Broad Institute
